High-throughput results (PubChem BioAssay)
HCMV antiviral: qHTS Assay for inhibitors of the human cytomegalovirus (HCMV); activity change, negative = inhibition, % at 57.5 µM; 4.5% of 410,000 active; AID 1259415, 2018; HFF cells, HCMV-luciferase reporter, 72 h; stronger effect = lower value; in the data active = activity change below about -60%; inconclusive = no clear call, values can overlap the other calls; inactive = above about -39%
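Human foreskin fibroblasts infected with luciferase-reporter HCMV at MOI 1 PFU/cell, compounds at two doses. Luciferase measured 72 h post infection; normalized to buffer-only basal and Salinomycin (10uM) controls.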
Giardia FBPA inh: qHTS Assay for Inhibitors of Fructose-1,6-bisphosphate Aldolase from Giardia Lamblia; A8B2U2; 0.71% of 290,000 active; AID 2451, 2010; Potency, µM (doses to about 59.6 µM), for inactives: at the top dose activity, negative = inhibition, hits mostly inhibitors; purified Giardia FBPA; note: potency is the fitted concentration of half-maximal effect; nearly all actives have a fitted effect of over 55% in size
Target sequence (A8B2U2 whole entry, looked up): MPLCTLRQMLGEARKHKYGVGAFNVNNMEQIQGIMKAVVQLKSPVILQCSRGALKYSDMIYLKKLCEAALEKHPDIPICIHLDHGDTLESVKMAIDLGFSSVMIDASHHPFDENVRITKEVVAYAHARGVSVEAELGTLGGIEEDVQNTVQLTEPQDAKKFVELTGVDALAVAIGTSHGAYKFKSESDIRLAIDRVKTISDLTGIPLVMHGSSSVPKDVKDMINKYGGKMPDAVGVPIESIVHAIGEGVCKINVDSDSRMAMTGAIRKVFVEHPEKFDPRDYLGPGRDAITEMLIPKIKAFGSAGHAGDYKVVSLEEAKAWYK
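40 nM FBPA preincubated 10 min at RT with compound (up to 57.5 uM final), then substrate plus GAPDH/TPI/NAD/arsenate coupling and diaphorase/resazurin added. Fluorescence read after 20 min at RT, 525/598 nm.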
Sm TGR block: qHTS Assay for the Inhibitors of Schistosoma Mansoni Peroxiredoxins | purified TGR, DTNB reduction, TNB absorbance 405 nm | Potency, µM (top dose mostly 114 µM), inactives show top-dose activity change, negative = inhibition, most hits filed as inhibitors | 3% of 360,000 active | AID 485364, 2010; note: potency is the fitted concentration of half-maximal effect; nearly all actives have a fitted effect of over 60% in size
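Kinetic colorimetric format: TGR-catalysed, NADPH-driven DTNB reduction monitored via TNB absorbance. Enzyme dispensed at 20 nM; compound exposure 15 min at room temperature before reaction start.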
HCV inh: qHTS Assay for Inhibitors of Hepatitis C Virus (HCV) | 3.4% of 340,000 active | Huh7.5.1 HCVcc-Cre infection, luciferase reporter, 44 h | Potency, µM (series often up to 41.8 µM), inactives show at the highest dose activity change, negative = inhibition, most hits filed as inhibitors; note: potency is the fitted concentration of half-maximal effect
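Cells (1,000/well) were plated 4 h before compound, then infected with HCVcc-Cre virus (~0.5 moi). After 44 h further culture, infection was read as luciferase luminescence following a 15 min substrate incubation at room temperature.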
AmpC detergent: qHTS Inhibitors of AmpC Beta-Lactamase (assay with detergent). AID 485294, 2010. P00811. 0.041% of 370,000 active. AmpC hydrolysis of nitrocefin, absorbance 480 nm, 0.01% Triton. Potency, µM (highest dose often 114 µM), for the others: at the highest dose activity change, negative = inhibition, actives largely listed as inhibitors;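 note: potency is the fitted concentration of half-maximal effect; 0% = no-compound wells and -100% = no-enzyme wells; nearly all actives have a fitted effect of over 25% in size; some results filed as inactive show a strong effect at the top dose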
Target sequence (P00811 whole entry, looked up): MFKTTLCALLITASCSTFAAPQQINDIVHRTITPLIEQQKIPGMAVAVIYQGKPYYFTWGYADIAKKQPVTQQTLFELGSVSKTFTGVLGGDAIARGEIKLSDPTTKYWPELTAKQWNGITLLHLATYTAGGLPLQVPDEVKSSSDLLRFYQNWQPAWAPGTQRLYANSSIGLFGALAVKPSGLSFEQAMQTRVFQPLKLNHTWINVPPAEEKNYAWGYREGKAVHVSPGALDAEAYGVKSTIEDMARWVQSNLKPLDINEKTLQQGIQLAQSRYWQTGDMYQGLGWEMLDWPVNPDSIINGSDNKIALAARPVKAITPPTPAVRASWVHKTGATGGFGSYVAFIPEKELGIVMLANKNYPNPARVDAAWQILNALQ
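AmpC (5.3 nM in the dispensed reagent) in 20 mM phosphate pH 7.0 with 0.01% (detergent screen) or 0.0001% Triton X-100 was preincubated with compounds for 15 min at room temperature. Nitrocefin was then added from an 800 uM solution, and hydrolysis was followed at 480 nm.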
AMA1 RON2 block: qHTS for Inhibitors of AMA1-RON; Towards Development of Antimalarial Drug Lead: Primary Screen; 0.2% of 360,000 active; AID 720542, 2013; Potency, µM (series often up to 58.2 µM), without a hit: at the highest dose activity change, negative = inhibition, most hits filed as inhibitors; Plasmodium falciparum AMA1 (3D7) - RON2 peptide interaction; AlphaScreen AMA1-biotinylated RON2 peptide binding;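 note: potency is the fitted concentration of half-maximal effect; 0% = vehicle wells and -100% = peptide control; nearly all actives have a fitted effect of over 45% in size; some results filed as inactive show a strong effect at the top dose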
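AMA1 (3D7) with his tag at 25 nM final met compounds first, then biotinylated RON2 peptide at 25 nM; detection used donor plus acceptor beads, 10 µg/mL apiece, read by AlphaScreen after 30 min at room temperature.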
Numbers without * were called inactive; u = inconclusive; x = no result given; [ ] = dose if it differs, or a comment. Unless noted, calls come from the whole dose curve; as a rule, active = well fitted curve in the direction sought with a large enough effect; inconclusive = small, poorly fitted or top-dose-only effect, or another doubt; inactive = no such curve, though single readings can be large; an effect the other way counts as inactive or inconclusive. Unless noted, % is set by controls: 0 for no effect and ±100 for the full control effect.

nr | SMILES | AMA1 RON2 block | Sm TGR block | Giardia FBPA inh
1 | COc1cccc(CNC(=O)N2CCC(CN3CCC(C)CC3)CC2)c1 | x | 9% | x
2 | O=C(COc1ccc2ccccc2c1)NC1CC1 | -16% | -2% | 0%
3 | Cn1c(SCc2n[nH]c(=S)n2-c2ccccc2)nnc1-c1ccccc1 | 14% | -1% | -13%
4 | COc1ccc2[nH]c3c(c2c1)CCn1c-3nc2sc(C(=O)Nc3ccccc3)c(C)c2c1=O | x | 4% | 3%
5 | Cc1cc(C(=O)CSc2n[nH]c(N)n2)c(C)n1-c1cc(F)ccc1F | 0% | -3% | 5%
6 | O=C(NCC(c1cccnc1)N1CCN(Cc2ccccc2)CC1)C(=O)Nc1ccc(Cl)cc1 (configuration not stated) | x | 6% | x
7 | O=C(Nc1cccc(F)c1)NC1CC2CCCC(C1)N2C1CC1 (configuration not stated) | 25% | 3% | 8%
8 | CCNC(=S)NC1CC2CCCC(C1)N2Cc1ccc(C)cc1 (configuration not stated) | 15% | -16% | u
9 | Cc1cc(/C=N/O)c(C)n1-c1cccc(Cl)c1 | -10% | -2% | -27%
10 | C=CC[n+]1c(-c2ccccc2)csc1NC(C)(C)C | -1% | -6% | -8%
11 | O=C(O)c1cccc(Cn2c(Cl)c(/C=N/NC(=O)c3cccc(O)c3)sc2=O)c1 | 23% | 9% | 14%
12 | COc1cc(C)ccc1OCCOCCOc1ccccc1[N+](=O)[O-] | -5% | -1% | -1%
13 | CCN(CC(O)CON=C1c2ccccc2-c2ccccc21)S(=O)(=O)c1ccc(C)cc1 (configuration not stated) | 1% | 19% | 1%
14 | Cc1cn(Cc2ccccc2Cn2cc(C)c(=O)[nH]c2=O)c(=O)[nH]c1=O | 3% | 6% | 0%
15 | CCCc1cc(C(=O)Nc2c(C)n(C)n(-c3ccccc3)c2=O)no1 | 1% | -4% | -7%

nr | HCMV antiviral | HCV inh | AmpC detergent
1 | 12 | x | 9%
2 | 74 | 1% | 2%
3 | -1 | 30%[activator] | u
4 | x | 3% | 0%
5 | 112 | u | u
6 | u | x | 23%
7 | 18 | 12% | -10%
8 | 5 | 12% | 2%
9 | -29 | 1% | 0%
10 | -9 | 5% | -15%
11 | -28 | 11% | 4%
12 | 38 | u | -14%
13 | -39 | u | -4%
14 | 20 | 14% | 5%
15 | 106 | 5% | -12%

Single records, from the list above. Order of values: AMA1 RON2 block | Sm TGR block | Giardia FBPA inh | HCMV antiviral | HCV inh | AmpC detergent
C=CC[n+]1c(-c2ccccc2)csc1NC(C)(C)C is entered as -1% | -6% | -8% | -9 | 5% | -15%
COc1cccc(CNC(=O)N2CCC(CN3CCC(C)CC3)CC2)c1 is entered as x | 9% | x | 12 | x | 9%
CCN(CC(O)CON=C1c2ccccc2-c2ccccc21)S(=O)(=O)c1ccc(C)cc1 (configuration not stated) is entered as 1% | 19% | 1% | -39 | u | -4%

Returning to the listing; the 7 compounds before the break are reprinted first.
nr | SMILES | AMA1 RON2 block | Sm TGR block | Giardia FBPA inh
9 | Cc1cc(/C=N/O)c(C)n1-c1cccc(Cl)c1 | -10% | -2% | -27%
10 | C=CC[n+]1c(-c2ccccc2)csc1NC(C)(C)C | -1% | -6% | -8%
11 | O=C(O)c1cccc(Cn2c(Cl)c(/C=N/NC(=O)c3cccc(O)c3)sc2=O)c1 | 23% | 9% | 14%
12 | COc1cc(C)ccc1OCCOCCOc1ccccc1[N+](=O)[O-] | -5% | -1% | -1%
13 | CCN(CC(O)CON=C1c2ccccc2-c2ccccc21)S(=O)(=O)c1ccc(C)cc1 (configuration not stated) | 1% | 19% | 1%
14 | Cc1cn(Cc2ccccc2Cn2cc(C)c(=O)[nH]c2=O)c(=O)[nH]c1=O | 3% | 6% | 0%
15 | CCCc1cc(C(=O)Nc2c(C)n(C)n(-c3ccccc3)c2=O)no1 | 1% | -4% | -7%
16 | Cc1ccc(S(=O)(=O)NCC2CCC(C(=O)NCc3ccc4c(c3)OCO4)CC2)cc1 (configuration not stated) | 0% | 2% | 1%
17 | O=C(Cn1ncc2ccccc21)N1CCC2(CC1)OCCO2 | 1% | 0% | 0%
18 | COc1ccc(-c2nnc(SC(C)C(=O)NCc3ccc4c(c3)OCO4)n2Cc2ccco2)cc1 (configuration not stated) | -8% | u | 1%
19 | NC(=O)N(CCC(=O)O)c1ccccc1 | 3% | -19% | 3%
20 | Cc1cc(C(F)(F)F)nn1CC(=O)NNC(=S)Nc1ccc(Cl)cc1 | 41%[activator] | -3% | 14%
21 | S=C(NCc1ccccn1)Nc1ccccc1 | -18% | -1% | 0%
22 | COc1cc(-c2noc(-c3ccc(NC4CCCCC4)c([N+](=O)[O-])c3)n2)cc(OC)c1OC | x | -18% | x
23 | Cc1cccc(CN2CCN(CC(=O)N3CCCC3)C2=O)c1 | -2% | 5% | 2%
24 | CCOc1ccc(N2CC(O)=C(c3ccccc3)C2=N)cc1 | -9% | 6% | 3%
25 | CCCNC(=S)N1CCN(c2nc(C)nc3sc4c(c23)CCCC4)CC1 | -9% | 0% | -4%
26 | O=C(NC(=S)N1CCCC1)c1ccccc1 | 30%[activator] | 1% | x
27 | COc1ccc(N2C(=NC(C)=O)SC3CS(=O)(=O)CC32)cc1OC (configuration not stated) | 4% | 0% | 5%
28 | CCCSc1nc2sc3c(c2c(=O)n1CC)CC(C)(C)OC3 | 0% | 4% | 6%
29 | O=C(CSc1cccc[n+]1[O-])Nc1ccc(C(F)(F)F)cc1[N+](=O)[O-] | 6% | 4% | -3%
30 | CC(=O)Oc1ccc(/C=N\NC(=O)c2cc3c(ccc4ccccc43)o2)cc1 | 12% | 0% | x

nr | HCMV antiviral | HCV inh | AmpC detergent
9 | -29 | 1% | 0%
10 | -9 | 5% | -15%
11 | -28 | 11% | 4%
12 | 38 | u | -14%
13 | -39 | u | -4%
14 | 20 | 14% | 5%
15 | 106 | 5% | -12%
16 | 31 | -18% | -14%
17 | 47 | 10% | -3%
18 | -9 | -6% | u
19 | -32 | 7% | u
20 | 34 | 6% | -15%
21 | -15 | 10% | 0%
22 | -1 | x | -4%
23 | 3 | 9% | 6%
24 | -3 | 2% | u
25 | u | u | 13%
26 | -38 | 0% | 5%
27 | 46 | 6% | -10%
28 | u | u | -5%
29 | 4 | 3% | -4%
30 | -11 | u | 0%

(next part)
nr | SMILES | AMA1 RON2 block | Sm TGR block | Giardia FBPA inh
31 | CCCCc1nnc(NC(=O)c2ccc3c(=O)n4c(nc3c2)CCC4)s1 | 5% | 0% | x
32 | CCOc1ccc(Nc2oc(/C=C/c3ccc(F)cc3)nc2C#N)cc1 | x | -4% | x
33 | Cc1ccc2oc(C(=O)N(Cc3ccccc3F)C3CCS(=O)(=O)C3)c(C)c2c1 (configuration not stated) | x | 2% | x
34 | O=C(c1ccco1)N1CCN(Cc2cc(=O)c(OCc3ccc([N+](=O)[O-])cc3)co2)CC1 | 11% | -4% | x
35 | Cc1nnc(NC(=O)C2CCCN(S(=O)(=O)c3ccccc3C(F)(F)F)C2)s1 (configuration not stated) | -23% | 6% | 4%
36 | CCSc1nc2ccccc2c(OCc2cc(C(=O)OC)ccc2OC)c1C(=O)OC | x | 2% | x
37 | Cc1ccc(C(=O)N2CCN(S(=O)(=O)c3ccccc3)CC2)s1 | 4% | -3% | x
38 | C=CCN(C(=O)CNC(=O)c1ccco1)C(C(=O)NC1CCCC1)c1ccc(OC)cc1 (configuration not stated) | -1% | -19% | 7%
39 | Cc1ccc(NNC(=O)c2ccc(Cl)cc2)nn1 | 83%[activator] | -4% | u
40 | CC1CN(C(=O)Nc2ccc3c(c2)OCCO3)CC(C)O1 (configuration not stated) | 3% | 6% | -8%
41 | N#CCc1ccc(NS(=O)(=O)c2cccs2)cc1 | -3% | 7% | -2%
42 | Cc1ccccc1CNC(=O)C(=O)NCC1CCCN1S(=O)(=O)c1cccs1 (configuration not stated) | -8% | -1% | x
43 | O=C(Cc1ccc(Cl)cc1)NCCCNC(=O)c1cccnc1 | 1% | 3% | x
44 | Cc1nc2c(C#N)c(C)[nH]n2c(=O)c1Cc1ccccc1 | -4% | -21% | 0%
45 | O=S(=O)(c1ccc2oc3ccccc3c2c1)N1CCCC1 | 9% | 0% | 2%

nr | HCMV antiviral | HCV inh | AmpC detergent
31 | -16 | -28% | u
32 | 11 | x | -4%
33 | 17 | x | -9%
34 | -28 | -8% | u
35 | 22 | 3% | -16%
36 | -19 | x | 0%
37 | -29 | 9% | -15%
38 | -5 | 8% | -6%
39 | 3 | 3% | -4%
40 | 38 | u | -12%
41 | -17 | 14% | -3%
42 | -32 | 9% | 0%
43 | 23 | -12% | -5%
44 | 7 | -8% | 0%
45 | -25 | -13% | 0%

The list goes on.
nr | SMILES | AMA1 RON2 block | Sm TGR block | Giardia FBPA inh
46 | O=C(CC1Sc2ccccc2NC1=O)Nc1ccccc1[N+](=O)[O-] (configuration not stated) | -2% | 4% | 1%
47 | COc1ccc(/C=N/NC(=O)c2ccc(=O)[nH]n2)cc1OC | -2% | -1% | -4%
48 | Cc1ccnn1CC(=O)N/N=C/c1cn[nH]c1-c1ccc(F)cc1 | 103%[activator] | 22% | -8%
49 | C=CC[C@]12CCc3sccc3C1N(c1ccc(C(=O)OCC)cc1)C2=O (some centres not stated) | 0% | -6% | x
50 | CC1(C)CC(=O)C(N=Nc2ccc(F)cc2)=C(O)C1 | -6% | -13% | 0%
51 | CCCCNC(=O)CSc1nc2cc3c(cc2c(=O)n1CCCCCC(=O)NCCc1ccc(OC)c(OC)c1)OCO3 | x | -1% | x
52 | Cc1ncc(C[n+]2csc(CCOC(=O)CC3C4CC5CC(C4)CC3C5)c2C)c(N)n1 (configuration not stated) | -9% | u | -10%
53 | COc1cc(NC(=O)C2CCCCC2)c(OC)cc1NC(=O)c1ccccc1 | -15% | 3% | -7%
54 | CCc1ccc(N2CC(C(=O)N/N=C/c3cc([N+](=O)[O-])ccc3O)CC2=O)cc1 (configuration not stated) | 5% | 6%[57.1 µM] | 4%
55 | COc1ccc2oc(-c3cccc(NC(=O)c4sc5c([N+](=O)[O-])cccc5c4Cl)c3)nc2c1 | x | -7% | x
56 | CSc1nnc(-c2sc3cc(C(F)(F)F)cnc3c2-c2ccccn2)n1C | -8% | 0% | 1%
57 | CC1CN(O)C2CCc3nonc3C12O (configuration not stated) | u | u | -5%
58 | CCN(CC)CCNC(=O)Cn1c(-c2ccccn2)nc2ccccc21 | 32%[activator] | -14% | -1%
59 | CCc1nnc(NC(=O)c2cccc(OC)c2)s1 | 5% | -16% | -15%

nr | HCMV antiviral | HCV inh | AmpC detergent
46 | u | 12% | -10%
47 | u | 12% | -6%
48 | 14 | 8% | -8%
49 | 26 | u | 2%
50 | -29 | 1% | -3%
51 | 13 | x | -3%
52 | 33 | -14% | -3%
53 | -4 | u | -3%
54 | u | u | -1%
55 | -1 | x | -2%
56 | 10 | -19% | 1%
57 | -25 | 0% | 6%
58 | 57 | 13% | u
59 | 42 | 8% | -4%
